HP1b chromo inh: HP1-beta chromodomain-methylated histone interaction inhibition. AlphaScreen HP1-beta / biotin-H3K9me3 peptide binding. Potency, µM (doses to about 114 µM), for the others: at the top dose activity change, negative = inhibition, actives largely listed as inhibitors. 390,000 compounds, 0.56% hits. AID 540317; further: potency means the concentration at half of the fitted maximal effect; nearly all actives have a fitted effect of over 70% in size; inactives centre near 23
Target sequence (P83916 whole entry, looked up): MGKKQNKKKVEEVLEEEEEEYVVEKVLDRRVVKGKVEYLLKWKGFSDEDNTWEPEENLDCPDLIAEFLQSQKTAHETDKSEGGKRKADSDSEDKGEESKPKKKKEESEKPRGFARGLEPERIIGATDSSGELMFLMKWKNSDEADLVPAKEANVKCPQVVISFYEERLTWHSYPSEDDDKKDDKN
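HP1-beta protein (50 nM final) preincubated 30 min at room temperature with biotinylated H3(1-18)K9me3 peptide (50 nM) in PBS pH 7.4, 0.01% Tween-20, then compound added for 30 min. AlphaScreen streptavidin donor/nickel chelate acceptor beads (10 ug/mL final), 30 min dark, luminescence read.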
Pin1 inhibitor: inhibitors of human Pin1. Potency, µM (top dose mostly 115 µM), for inactives: top-dose activity, negative = inhibition, usual class: inhibitors. 390,000 compounds, 0.009% hits. AID 504891. Q13526. Pin1 FP peptide displacement, HiFluor488, 10 min; active means well fitted inhibition curve with a large enough effect in the polarisation, with a control signal flat, not every such curve was filed as active; inconclusive means small, poorly fitted or top-dose-only effect, or effect the other way, or a change in a side signal; inactive means no such curve, though single readings can be large or run the other way; the % refers to the polarisation; further: potency means the concentration at half of the fitted maximal effect; on the % scale 0 is the no-effect control and ±100 the full control effect
TrxR1 substrate: substrates of rat thioredoxin reductase 1; O89049; purified TrxR1 substrate turnover, NADPH consumption readout; Potency, µM (series often up to 114 µM), for inactives: at the highest dose activity change, negative = substrate turnover; 390,000 compounds, 0.01% hits; further: potency means the concentration at half of the fitted maximal effect; on the % scale 0 is the no-effect control and ±100 the full control effect; nearly all actives have a fitted effect of over 50% in size
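Rat TrxR1, dispensed at 90 nM, was prereduced with 400 uM NADPH (final) for 5 min at ~22 deg C, then incubated with compound 15 min before 400 uM selenite. A first-read NADPH fluorescence drop versus no-compound background flagged substrates.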
USP1-UAF1 inh: USP1/UAF1 (human) deubiquitinase inhibition; O94782; 390,000 compounds, 0.23% hits; Potency, µM (doses to about 57.1 µM), for inactives: at the top dose activity change, negative = inhibition, hits mostly inhibitors; recombinant USP1/UAF1, Ub-Rhodamine cleavage fluorescence; further: potency means the concentration at half of the fitted maximal effect; on the % scale 0 is the no-effect control and ±100 the full control effect; nearly all actives have a fitted effect of over 60% in size; inactives centre near -12
Target sequence (O94782 whole entry, looked up): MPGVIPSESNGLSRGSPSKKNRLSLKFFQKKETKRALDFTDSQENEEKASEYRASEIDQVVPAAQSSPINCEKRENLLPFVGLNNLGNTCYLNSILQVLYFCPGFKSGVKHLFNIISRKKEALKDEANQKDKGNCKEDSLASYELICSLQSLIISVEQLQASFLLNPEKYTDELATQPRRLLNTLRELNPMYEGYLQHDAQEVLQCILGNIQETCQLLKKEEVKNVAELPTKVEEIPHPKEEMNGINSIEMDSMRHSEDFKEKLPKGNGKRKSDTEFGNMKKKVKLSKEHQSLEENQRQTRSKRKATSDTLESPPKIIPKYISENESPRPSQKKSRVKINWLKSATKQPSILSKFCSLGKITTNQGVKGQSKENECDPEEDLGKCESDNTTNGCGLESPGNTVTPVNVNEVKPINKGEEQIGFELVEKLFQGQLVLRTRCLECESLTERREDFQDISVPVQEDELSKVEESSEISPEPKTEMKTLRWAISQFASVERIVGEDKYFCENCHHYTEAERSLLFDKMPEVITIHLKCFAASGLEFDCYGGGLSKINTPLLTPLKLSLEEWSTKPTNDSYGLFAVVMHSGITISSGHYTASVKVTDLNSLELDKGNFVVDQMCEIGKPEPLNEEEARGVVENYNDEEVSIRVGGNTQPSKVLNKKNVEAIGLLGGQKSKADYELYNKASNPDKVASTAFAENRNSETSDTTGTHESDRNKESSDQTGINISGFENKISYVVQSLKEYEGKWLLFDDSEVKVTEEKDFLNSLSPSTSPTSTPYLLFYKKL
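USP1/UAF1 complex (1 nM) preincubated 15 min at room temperature with compound, then Ub-Rho substrate (150 nM final) added. Kinetic fluorescence at 480/540 nm over 6 reads at 60 s intervals; 50 mM HEPES pH 7.8, 0.5 mM EDTA, 0.1 mg/ml BSA, 1 mM TCEP, 0.01% Tween-20.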
Tb PGK inh: inhibitors of T. brucei phosphoglycerate kinase; PGK/GAPDH coupled, Kinase-Glo luminescence, 60 min; 380,000 compounds, 0.043% hits; AID 602233; P07378; Potency, µM (titrated, usually from 57.5 µM), without a hit: at the highest dose activity change, negative = inhibition, usual class: inhibitors; further: potency means the concentration at half of the fitted maximal effect; on the % scale 0 is the no-effect control and ±100 the full control effect; nearly all actives have a fitted effect of over 60% in size
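Luminescent ATP detection (Kinase-Glo Plus) follows a 60-minute room-temperature incubation, with wells lacking PGK as controls. Buffer: 100 mM TEA (pH 7.6), 5 mM MgCl2, 0.01% Tween-20. Coupling enzyme GAPDH (100 nM final) supplies unstable 1,3-BPG in-well.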
GLS inh: glutaminase GLS (human) inhibition. O94925. GLS enzymatic activity, qHTS titration. Potency, µM (top dose mostly 45.5 µM), for the others: at the top dose activity change, negative = inhibition, most hits filed as inhibitors. 410,000 compounds, 0.21% hits. AID 624170; further: potency means the concentration at half of the fitted maximal effect; on the % scale 0 is the no-effect control and ±100 the full control effect
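Glutamate formation by hKGA was monitored fluorometrically using coupled glutamate oxidase, HRP and Amplex Red. Substrate was added as 1 mM L-glutamine solution; incubation was 30 min at RT after an initial read.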
PI4K2A block: blocks human PI4K2A kinase activity | AID 1346378 | purified PI4K2A, ADP-Glo luminescence, 1 h; hits give low values | 420,000 compounds, 0.13% hits | Q9BTU6 | activity change, negative = inhibition, % at 76.9 µM; in the data active means activity change below about -50%; inconclusive means mostly about -30% to -49%;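 further: -100% = wells without enzyme as full effect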
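Compounds are screened against recombinant PI4K2A using PI as substrate and ATP, the latter dispensed at 300 microM. Reactions run one hour at ambient temperature before ADP-Glo detection; full inhibition defined by wells lacking enzyme.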
mIDH1 inhibitor: human IDH1 R132H inhibition; O75874; IDH1-R132H enzyme, NADPH consumption, diaphorase/resazurin fluorescence; Potency, µM (doses to about 76.6 µM), for the others: at the top dose activity change, negative = inhibition, actives largely listed as inhibitors; 390,000 compounds, 0.093% hits; further: potency means the concentration at half of the fitted maximal effect; on the % scale 0 is the no-effect control and ±100 the full control effect; nearly all actives have a fitted effect of over 65% in size
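IDH1-R132H (0.5 ug/mL dispensed) in pH 7.5 Tris buffer was preincubated 30 min with compound, then given a substrate mix of 0.016 mM NADPH and 2 mM alpha-KG for 80 min at room temperature; remaining NADPH was read by diaphorase/resazurin fluorescence.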
rTrxR1 inhibitor: inhibitors of rat thioredoxin reductase 1 | recombinant rTrxR1, NADPH fluorescence consumption, selenite substrate | O89049 | Potency, µM (series often up to 114 µM), without a hit: at the top dose activity change, negative = inhibition, actives largely listed as inhibitors | 390,000 compounds, 1% hits; further: potency means the concentration at half of the fitted maximal effect; on the % scale 0 is the no-effect control and ±100 the full control effect; nearly all actives have a fitted effect of over 65% in size
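Rat TrxR1 (90 nM in the dispensed reagent) was pre-reduced with 400 uM NADPH for 5 min at room temperature, then incubated with compound for 15 min. After 400 uM selenite was added, NADPH fluorescence (Ex 340/Em 450 nm) was followed for 8 min.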
* = called active by the depositor; i = inactive; ? = inconclusive; / = no result given; [ ] = remark or other dose. Unless noted, the call rests on the fitted dose curve; in most records, active means well fitted curve in the direction sought with a large enough effect; inconclusive means small, poorly fitted or top-dose-only effect, or another doubt; inactive means no such curve, though single readings can be large; an effect the other way counts as inactive or inconclusive.

#	Compound	HP1b chromo inh	Pin1 inhibitor	TrxR1 substrate	USP1-UAF1 inh	Tb PGK inh	GLS inh	PI4K2A block	mIDH1 inhibitor	rTrxR1 inhibitor
1	CC1C=CC=CC=CC=CC=CC=CC=CC(OC2OC(C)C(O)C(N)C2O)CC2OC(O)(CC(O)CC(O)C(O)CCC(O)CC(O)CC(=O)OC(C)C(C)C1O)CC(O)C2C(=O)O (centres undefined)	12.8%	?	16.0%[57.1 µM]	-25.9%	?	-25.5%	?	-0.3%	-23.3%[11.4 µM]
2	CCC(=O)NNC(=O)CSc1nnc(-c2ccccc2)c(-c2ccccc2)n1	38.2%	-4.6%	-4.9%	-9.0%	-9.9%	-10.3%	0.7	2.4%	16.2%[57.1 µM]
3	COc1ccc(-n2ccn(CC(=O)Nc3ccccc3C(F)(F)F)c(=O)c2=O)cc1OC	13.6%	-2.3%	-7.9%	-21.7%	i	1.2%	-1.8	10.2%	8.1%
4	COc1ccc(-c2csc(NC(=O)CN3C(=O)CCC3=O)n2)cc1OC	16.1%	2.2%	6.5%[57.1 µM]	-23.6%	-15.4%	9.8%	-5.3	0.8%	4.0%[57.1 µM]
5	COc1ccc(Cn2c(NCC(C)C)nc3c2c(=O)n(C)c(=O)n3C)cc1	10.5%	-4.5%	-0.6%	-10.7%	-1.6%	3.7%	-1.8	-24.1%	8.7%
6	CCOC(=O)/C(C#N)=N/Nc1c(C)n(C)n(-c2ccccc2)c1=O	55.9%[activator]	0.9%	-4.5%[57.1 µM]	-14.0%	-7.0%	0.0%	-0.7	9.6%	-1.6%[57.1 µM]
7	Cc1nc(NC(=O)/C=C/c2ccccc2)sc1C(=O)Nc1ccc(Cl)cc1	16.4%	-0.3%	65.8%[activator]	-19.2%	8.4%	2.6%	-3.6	-1.1%	31.6%[activator]
8	O=C(c1cccc(Cl)c1)N(Cc1cccc(F)c1)C1CCS(=O)(=O)C1 (centres undefined)	24.5%	12.6%	-3.2%	-10.6%	0.3%	-3.4%	-3.3	-16.5%	11.4%
9	O=C1CCCC(=NNC(=O)c2cc3ccccc3cc2O)C1	18.9%	?	-14.8%	?	-6.1%	-7.7%	-6.2	9.6%	?
10	COC(=O)c1cc2oc3ccccc3c2n1Cc1nc(-c2ccc(OC)cc2)oc1C	24.9%	-3.3%	-4.6%	-13.8%	1.2%	21.8%	1.7	-7.7%	2.0%
11	O=C(/C=C/c1cc([N+](=O)[O-])ccc1OC(F)F)NCc1ccc(Cl)cc1	15.0%	1.1%	10.1%[57.1 µM]	-6.3%	1.8%	10.2%	7.8	-0.9%	7.4%[57.1 µM]
12	CCc1c(C(=O)NC(C)C2CCCO2)csc1C (centres undefined)	27.4%	2.3%	5.0%	-14.5%	2.8%	0.2%	4.0	4.1%	10.7%
13	Cc1cccc(Nc2nc(-c3ccc(F)c(C)c3)cs2)n1	18.2%	0.7%	4.9%	-21.2%	-4.7%	0.4%	2.5	0.6%	15.5%
14	COc1ccccc1NS(=O)(=O)c1cccc(C(=O)N2CCN(C(=O)c3ccco3)CC2)c1	10.9%	-0.3%	0.7%	-21.5%	-6.0%	1.9%	-2.9	-7.0%	-12.2%
15	CC(=O)Nc1cc(C(=O)c2ccccc2)ccc1N1CCOCC1	11.4%	-4.4%	4.5%[57.1 µM]	-2.7%	i	-6.1%	8.6	-3.7%	18.7%[57.1 µM]
16	CCOCCCn1c(SCC(=O)Nc2ccc(F)cc2)nc2c(sc3ccccc32)c1=O	9.3%	-3.6%	16.3%[57.1 µM]	-15.5%	2.2%	8.3%	-3.2	-1.4%	14.0%[57.1 µM]
17	CC(C(=O)N1CCN(c2ccccc2)CC1)N1C(=O)C2CC=CCC2C1=O (centres undefined)	9.4%	1.1%	-1.4%	-6.6%	-4.3%	6.2%	-1.3	3.8%	-4.7%
18	O=Nc1onc(-c2ccc([N+](=O)[O-])cc2)c1NO	33.2%	-3.0%	9.8%[57.1 µM]	-18.6%	-0.4%	-11.2%	-6.8	8.2%	11.3%[57.1 µM]
19	CCc1cccc(C)c1NS(=O)(=O)c1ccc(-n2cccn2)cc1	27.9%	?	-8.7%	-12.9%	2.2%	11.6%	4.8	-9.9%	20.3%
20	Cc1ccc(N2CCN(S(=O)(=O)c3ccc(C)cc3)CC2)cc1	29.8%	0.1%	7.7%[57.1 µM]	-14.4%	-8.3%	26.9%	2.3	0.8%	13.5%[57.1 µM]

One compound at a time, from the list above. Screens in order: HP1b chromo inh | Pin1 inhibitor | TrxR1 substrate | USP1-UAF1 inh | Tb PGK inh | GLS inh | PI4K2A block | mIDH1 inhibitor | rTrxR1 inhibitor
COc1ccc(Cn2c(NCC(C)C)nc3c2c(=O)n(C)c(=O)n3C)cc1 across the screens: 10.5% | -4.5% | -0.6% | -10.7% | -1.6% | 3.7% | -1.8 | -24.1% | 8.7%
O=Nc1onc(-c2ccc([N+](=O)[O-])cc2)c1NO across the screens: 33.2% | -3.0% | 9.8%[57.1 µM] | -18.6% | -0.4% | -11.2% | -6.8 | 8.2% | 11.3%[57.1 µM]

The listing continues:
#	Compound	HP1b chromo inh	Pin1 inhibitor	TrxR1 substrate	USP1-UAF1 inh	Tb PGK inh	GLS inh	PI4K2A block	mIDH1 inhibitor	rTrxR1 inhibitor
21	CSC(=S)N/N=C/c1ccc(N(C)C)cc1	22.4%	6.8%	-6.7%	-18.6%	10.2%	12.2%	3.4	0.5%	-20.9%
22	Cc1ccc(NC(=O)C2CCCN(S(=O)(=O)c3ccc4c(c3)oc(=O)n4C)C2)nc1 (centres undefined)	19.6%	2.2%	5.3%	-21.0%	-4.5%	-1.8%	-2.1	5.8%	23.5%
23	COc1ccc(CCN(C(=O)Cn2nnc3ccccc32)C(C(=O)NCC2CCCO2)c2ccncc2)cc1OC (centres undefined)	31.7%	6.2%	9.8%[57.1 µM]	-17.8%	-1.8%	-11.4%	4.2	8.3%	20.2%[57.1 µM]
24	CN(C)CCNC(=O)/C(=C/c1ccc(-c2cccc(Cl)c2)o1)NC(=O)c1ccccc1	25.6%	-6.8%	-13.4%	-9.4%	-9.2%	-2.3%	-1.1	2.7%	-15.6%
25	COc1ccc(C2CC(c3cccs3)=NN2C(=O)CSc2nnnn2C)cc1OC (centres undefined)	28.7%	2.7%	-2.7%	-23.4%	-8.1%	-0.5%	-1.2	-5.0%	9.8%
26	CCOc1ccc(N2CC(O)(c3cccs3)[N+]3=C2CCCC3)cc1 (centres undefined)	-3.2%	-1.5%	15.4%[57.1 µM]	-5.7%	-2.0%	0.2%	-3.9	1.5%	45.4%[activator][57.1 µM]
27	O=C(NCCN1C(=O)S/C(=C/c2ccccc2)C1=O)C1CCCN1C(=O)c1cccs1 (centres undefined)	24.6%	-2.9%	-8.5%	-20.6%	2.0%	2.9%	-7.2	6.9%	-9.3%
28	Cc1c(-c2ccccc2)n(-c2ccccc2O)c2nc3c(c(=O)n(C)c(=O)n3C)n12	18.0%	15.7%	-1.8%	-26.5%	i	0.4%	-2.3	-12.6%	12.8%
29	O=C(COc1ccccc1)N(Cc1cccc(F)c1)C1CCS(=O)(=O)C1 (centres undefined)	24.5%	3.1%	5.7%	-5.3%	-8.7%	9.9%	-0.2	11.4%	35.3%
30	O=C1CC(c2ccccc2)C(=O)N2C(=O)CC(c3ccccc3)C(=O)N12 (centres undefined)	10.6%	-0.2%	-1.3%	0.4%	-1.3%	-6.2%	0.3	2.4%	?
31	Cc1cccc(Nc2nc(N)c([N+](=O)[O-])c(N3CCCC(C)C3)n2)c1 (centres undefined)	-37.1%	?	-17.5%	-18.6%	2.1%	14.6%	-2.7	?	-16.7%
32	Cc1c(C=O)c2ccccn2c1C(=O)c1cccc([N+](=O)[O-])c1	8.7%	-13.5%	-13.1%	-3.9%	5.4%	-5.1%	4.2	-12.1%	-3.4%
33	CCC(C)N(C(=O)CSc1nnc(-c2cccs2)n1C1CC1)C1CCS(=O)(=O)C1 (centres undefined)	16.5%	-6.2%	-7.2%	-9.5%	i	-4.1%	-1.7	15.2%	-6.9%
34	COc1ccccc1NC(=O)N1CCC(c2nc3ccccc3o2)CC1	49.6%[activator]	-0.6%	1.1%	-12.2%	-9.7%	20.9%	4.1	-5.6%	22.7%
35	COc1cc2[nH]c(=S)nc(NCCCOC(C)C)c2cc1OC	23.5%	-5.8%	3.5%[57.1 µM]	-4.0%	-14.2%	?	-10.6	0.4%	-12.0%[57.1 µM]
36	COc1ccc(-c2nnn(CC(=O)c3ccccc3)n2)cc1OC	19.5%	-1.0%	-6.5%	1.8%	-5.8%	-0.3%	-1.0	0.4%	6.5%
37	CCn1c(CSCc2ccc(Cl)cc2)nnc1SCC(=O)Nc1cccc(C(=O)O)c1	32.9%	-2.2%	16.0%[57.1 µM]	5.7%	0.8%	15.4%	9.4	0.0%	18.8%
38	Cc1ccc(-c2nc(CNC(=O)c3cc(C)on3)cs2)cc1	32.4%	-0.5%	-0.4%	-18.9%	i	8.0%	-6.1	0.0%	10.0%
39	Fc1ccccc1C1=NC(c2ccc(C(F)(F)F)cc2)=Nc2ccccc2N1	37.0%	-3.2%	-2.9%	?	/	-10.9%	2.1	/	17.2%
40	COc1ccc(C2CC(c3ccccc3)=NN2C(=O)COC(=O)c2cccnc2Cl)cc1 (centres undefined)	4.4%	17.1%	-2.7%	-20.0%	1.1%	0.2%	4.0	-8.2%	-2.1%

The list is partial; count on the stated rates, not on these rows.
